Source: PubChem
HP1b binding inh: HP1-beta chromodomain-methylated histone interaction inhibition. AlphaScreen HP1-beta / biotin-H3K9me3 peptide binding. Potency, µM (series often up to 114 µM), inactives show top-dose activity change, negative = inhibition, hits mostly inhibitors. actives 0.56% (n = 390,000). AID 540317; also: nearly all actives have a fitted effect of over 70% in size; inactives centre near 23
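Compound inhibition of the preformed complex between 50 nM HP1-beta and 50 nM biotinylated H3K9me3 peptide was read by AlphaScreen. Buffer was PBS pH 7.4 with 0.01% Tween-20. Incubations ran 30 min at room temperature, with 10 ug/mL donor/acceptor beads.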
GLS inhibitor: glutaminase GLS (human) inhibition; Potency, µM (titrated, usually from 45.5 µM), inactives show at the highest dose activity change, negative = inhibition, usual class: inhibitors; O94925; AID 624170; actives 0.21% (n = 410,000); GLS enzymatic activity, qHTS titration; also: % is scaled to controls: 0 for no effect and ±100 for the full control effect
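Two-point fluorescence kinetic (t0, 30 min RT) for hKGA; glutamate detected via glutamate oxidase–HRP–Amplex Red. Substrate: 1 mM L-glutamine solution; buffer 45 mM KH2PO4, pH 8.2.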
Pin1 inh: human Pin1 inhibition; actives 0.009% (n = 390,000); Pin1 FP peptide displacement, HiFluor488, 10 min; Potency, µM (highest dose often 115 µM), inactives show at the top dose activity, negative = inhibition, usual class: inhibitors; active = well fitted inhibition curve with a large enough effect in the polarisation, with a control signal flat, not every such curve was filed as active; inconclusive = small, poorly fitted or top-dose-only effect, or effect the other way, or a change in a side signal; inactive = no such curve, though single readings can be large or run the other way; the % refers to the polarisation; also: % is scaled to controls: 0 for no effect and ±100 for the full control effect
JMJD2A Tudor: inhibitors of human JMJD2A Tudor domain; AlphaScreen JMJD2A-Tudor / H3K4me3 peptide binding; Potency, µM (titrated, usually from 114 µM), without a hit: at the top dose activity change, negative = inhibition, hits mostly inhibitors; O75164; actives 4.4% (n = 390,000); also: % is scaled to controls: 0 for no effect and ±100 for the full control effect; nearly all actives have a fitted effect of over 50% in size
ALOX12 inh: ALOX12 (human) lipoxygenase inhibition; Potency, µM (top dose mostly 108 µM), for the others: at the highest dose activity change, negative = inhibition, hits mostly inhibitors; P18054; actives 1.1% (n = 580,000); AID 1671190; purified 12hLO, xylenol orange hydroperoxide absorbance; also: % is scaled to controls: 0 for no effect and ±100 for the full control effect
Target sequence (P18054 whole entry, looked up): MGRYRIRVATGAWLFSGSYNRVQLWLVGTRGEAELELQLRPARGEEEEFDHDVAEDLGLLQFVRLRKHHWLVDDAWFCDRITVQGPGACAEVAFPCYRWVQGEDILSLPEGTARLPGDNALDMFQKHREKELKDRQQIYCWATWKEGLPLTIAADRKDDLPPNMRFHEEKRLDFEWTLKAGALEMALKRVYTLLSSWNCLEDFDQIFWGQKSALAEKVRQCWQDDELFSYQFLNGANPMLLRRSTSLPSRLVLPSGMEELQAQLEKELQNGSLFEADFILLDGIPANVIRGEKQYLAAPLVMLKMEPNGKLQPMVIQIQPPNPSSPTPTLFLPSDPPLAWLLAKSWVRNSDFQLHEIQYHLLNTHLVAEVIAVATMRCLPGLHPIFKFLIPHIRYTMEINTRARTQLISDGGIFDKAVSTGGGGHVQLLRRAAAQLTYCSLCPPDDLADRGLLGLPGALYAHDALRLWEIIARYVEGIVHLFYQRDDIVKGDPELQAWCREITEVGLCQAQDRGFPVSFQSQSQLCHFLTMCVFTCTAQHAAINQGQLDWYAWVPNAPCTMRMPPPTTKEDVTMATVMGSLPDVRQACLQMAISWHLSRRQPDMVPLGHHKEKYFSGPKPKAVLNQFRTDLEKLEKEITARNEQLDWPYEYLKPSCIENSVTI
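Purified human 12hLO (150 nM final) in 25 mM Hepes, 0.01% Triton X-100, pH 7.0 was preincubated 15 min at room temperature with compound. Then 40 uM arachidonic acid was added, 30 min. Hydroperoxide was read by Fe-XO absorbance ratio 573/405 nm.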
PGK inhibitor: inhibitors of T. brucei phosphoglycerate kinase; Potency, µM (doses to about 57.5 µM), inactives show at the highest dose activity change, negative = inhibition, actives largely listed as inhibitors; P07378; AID 602233; PGK/GAPDH coupled, Kinase-Glo luminescence, 60 min; actives 0.043% (n = 380,000); also: % is scaled to controls: 0 for no effect and ±100 for the full control effect; nearly all actives have a fitted effect of over 60% in size
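Luminescent ATP detection (Kinase-Glo Plus) follows a 60-minute room-temperature incubation, with wells lacking PGK as controls. Buffer: 100 mM TEA (pH 7.6), 5 mM MgCl2, 0.01% Tween-20. Coupling enzyme GAPDH (100 nM final) supplies unstable 1,3-BPG in-well.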
rTrxR1 inhibitor: blocks rat thioredoxin reductase 1 | O89049 | recombinant rTrxR1, NADPH fluorescence consumption, selenite substrate | Potency, µM (series often up to 114 µM), without a hit: at the top dose activity change, negative = inhibition, most hits filed as inhibitors | actives 1% (n = 390,000) | AID 588453; also: % is scaled to controls: 0 for no effect and ±100 for the full control effect; nearly all actives have a fitted effect of over 65% in size
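Rat TrxR1 (90 nM in the dispensed reagent) was pre-reduced with 400 uM NADPH for 5 min at room temperature, then incubated with compound for 15 min. After 400 uM selenite was added, NADPH fluorescence (Ex 340/Em 450 nm) was followed for 8 min.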
RGS4 inhibitor: human RGS4 inhibition; actives 0.039% (n = 390,000); P49798; Transcreener GDP fluorescence polarization, RGS4-accelerated GTP hydrolysis; Potency, µM (doses to about 114 µM), for inactives: at the top dose activity change, negative = inhibition, most hits filed as inhibitors; also: % is scaled to controls: 0 for no effect and ±100 for the full control effect; nearly all actives have a fitted effect of over 75% in size; some results filed as inactive show a strong effect at the top dose
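MLSMR compounds (23 nl, pin-transferred) preincubated 10 min at room temperature with a 500nM (2x) first reagent, then RGS4 at 900nM (2x) plus Transcreener GDP mix added; fluorescence polarization (620/688 nm) read before and after 90 min at 30 °C.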
ERG Ets-DNA blk: blocks human ERG Ets domain binding to DNA | actives 0.028% (n = 370,000) | P11308 | fluorescence polarization, His-ERG Ets domain / labelled DNA | Potency, µM (series often up to 76.9 µM), for inactives: at the highest dose FP activity, negative = inhibition, actives largely listed as inhibitors; active = well fitted inhibition curve with a large enough effect in the polarisation, with a control signal flat; inconclusive = small, poorly fitted or top-dose-only effect, or effect the other way, or a change in a side signal; inactive = no such curve, though single readings can be large or run the other way; the % refers to the polarisation;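 also: polarization taken with two DNA probes labelled with fluorescein and Texas red; % of control where 0% means no effect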
Target sequence (P11308 whole entry, looked up, the tested form may be a part): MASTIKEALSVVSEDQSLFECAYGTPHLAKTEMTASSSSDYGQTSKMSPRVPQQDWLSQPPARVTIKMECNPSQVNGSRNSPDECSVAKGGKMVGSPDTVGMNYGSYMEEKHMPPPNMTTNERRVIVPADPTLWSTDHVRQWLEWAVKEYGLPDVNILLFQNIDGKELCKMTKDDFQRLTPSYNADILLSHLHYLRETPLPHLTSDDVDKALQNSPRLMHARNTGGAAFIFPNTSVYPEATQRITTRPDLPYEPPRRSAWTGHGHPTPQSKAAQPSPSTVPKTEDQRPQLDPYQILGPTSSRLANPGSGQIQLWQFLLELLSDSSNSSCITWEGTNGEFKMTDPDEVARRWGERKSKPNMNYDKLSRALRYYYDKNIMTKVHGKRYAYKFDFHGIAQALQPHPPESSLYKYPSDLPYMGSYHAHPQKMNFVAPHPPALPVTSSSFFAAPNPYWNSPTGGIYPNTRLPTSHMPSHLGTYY
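His-tagged ERG Ets domain (1 uM in the protein solution; 300mM KCl, 50mM Tris-HCl, 1mM EDTA, 1mM DTT, pH 7.5) received compound, then a probe mix of 5 nM fluorescein-DNA and 100nM Texas-615-DNA. Fluorescence polarization was read for both dyes.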
* marks the source's active call; other numbers are inactive results; i = inactive; ? = inconclusive; / = not tested or not shown; & = joins results of further samples; [ ] = dose if it differs, or a comment. Unless noted, calls follow the shape of the dose curve; as a rule, active = well fitted curve in the direction sought with a large enough effect; inconclusive = small, poorly fitted or top-dose-only effect, or another doubt; inactive = no such curve, though single readings can be large; an effect the other way counts as inactive or inconclusive. Potency is read from the fitted curve at half-maximal effect. A portion of the library; the hit share may differ from the screen's.

SMILES | HP1b binding inh | GLS inhibitor | Pin1 inh | JMJD2A Tudor | ALOX12 inh | PGK inhibitor | rTrxR1 inhibitor | RGS4 inhibitor | ERG Ets-DNA blk
Brc1ccc(-c2nnc3sc(CN4CCCCC4)cn23)cc1 | 4% | -2% | -5% | -18% | -6% | -2% | 14% | 5% | -8%
CSC1=NC(C(Cl)(Cl)Cl)N=C(c2ccc(C)cc2)N1 (stereo unspecified) | 59%[activator] | -2% | -4% | -5% | -22% | 0% | 19%[57.1 µM] | 2% | -2%
O=C(NNC(=S)Nc1ccccc1C(F)(F)F)c1ccc(Br)o1 | 12% | 26% | 5% | -14% | -4% | -4% | 2% | -34% | -9%
CN(C)CCCN(C(=O)COc1ccccc1)c1nc2c(Cl)cccc2s1 | 43% | -4% | 3% | -12%[11.4 µM] | -1% | 6% | 20% | -2%[11.4 µM] | -3%
CC1CCc2c(ccc3ccccc23)C1=O (stereo unspecified) | 32%[57 µM] | 4% | 2% | 76%[activator] | 3% | 5% | -27%[2.29 µM] | 18% | -12%
COc1ccc(CNC(=O)C2CCN(c3nccs3)CC2)cc1 | 6% | -1% | 8% | 1% | 24% | -4% | 9%[57.1 µM] | -12% | -6%
O=c1cc(CN2CCN(c3ccccc3)CC2)c2cc(O)c(-c3ccccc3)cc2o1 | 6% | 2% | 2% | -24% | -13% | -16% | 20%[57.1 µM] | ? | -4%
Cc1ccc(N(CC(=O)N2CCc3ccccc32)C2=NC(=O)CS2)cc1 | 22% | -7% | -5% | -16% | 0% | i | 7%[57.1 µM] | -10% | -4%
CC1CCCN(C2=C(NS(=O)(=O)c3ccc(Br)cc3)C(=O)c3ccccc3C2=O)C1 (stereo unspecified) | ? | -19% | 9% | 3.5µM* | ? | -8% | -24% | 20% | -6%
Cc1ccnc(SCCn2c(N(C)Cc3ccccc3)nc3c2c(=O)n(C)c(=O)n3C)n1 | 12% | 0% | 0% | -30% | -1% | -3% | 16%[57.1 µM] | -2% | -11%
Cc1ccc(Cn2nnc(C(=O)Nc3cccc(C)c3C)c2N)cc1 | 19% | -12% | 0% | -11% | 0% | -8% | 15% | -11% | -14%
Fc1ccc(CN2CCCCCC2)c(F)c1 | ? | 13% | 5% | ? | ? | -5% | -2% | 5% | -6%
O=C(Nc1nncs1)c1cc2c(s1)CCC2 | 19% | 2% | 0% | -6% | ? | -1% | 0% | 12% | -13%
COc1ccccc1N1CCN(C(=O)/C=C/c2ccccc2)CC1 | -23% | 27% | 5% | ? | 0% | 16% | -2% | -22% | -23%
Cc1ccc(OCCNC(=O)C(=O)NCc2ccco2)cc1 | 21% | -5% | 10% | -20% | -6% | -10% | 12%[57.1 µM] | -2% | -6%

Next section (two carried over from the part before).
SMILES | HP1b binding inh | GLS inhibitor | Pin1 inh | JMJD2A Tudor | ALOX12 inh | PGK inhibitor | rTrxR1 inhibitor | RGS4 inhibitor | ERG Ets-DNA blk
COc1ccccc1N1CCN(C(=O)/C=C/c2ccccc2)CC1 | -23% | 27% | 5% | ? | 0% | 16% | -2% | -22% | -23%
Cc1ccc(OCCNC(=O)C(=O)NCc2ccco2)cc1 | 21% | -5% | 10% | -20% | -6% | -10% | 12%[57.1 µM] | -2% | -6%
COc1cc(C(=O)Cc2nc3ccccc3n2C)cc(OC)c1OC | 34% | -8% | -7% | -20% | 14% | -1% | 24% | -13% | ?
O=C(Cc1ccc(F)cc1)Nc1nc(-c2ccc(F)cc2)cs1 | 25% | 5% | 5% | -8% | -1% | 2% | 11% | 10% | -2%
Cc1cc(C)n2nc(SCC(=O)Nc3ccc(F)cc3)nc2n1 | 8% | 9% | 0% | ? | 286%[activator] | -7% | 12%[57.1 µM] | ? | -13%
Cc1cccc(N(CC(O)CN(C)C)S(=O)(=O)c2ccccc2)c1 (stereo unspecified) | 31% | 9% | 7% | -4% | -25% | i | -4%[57.1 µM] | -6% | 4%
CCOC(=O)CC(C#N)c1c[nH]c2ccccc12 (stereo unspecified) | 15% | 31%[activator] | -1% | -14% | ? | -2% | -1% | 6% | 9%
Cc1cc(NC(=O)c2ccc(NC(=O)CC(C)C)cc2)no1 | 18% | / | 3% | -5% | -6% | -8% | 1% | -8% | 3%
CCCn1nc(C(=O)N2CCN(c3ccccn3)CC2)c2ccccc2c1=O | 24%[57 µM] | 0% | -4% | 0% | -8%&-3% | -2% | 12%[2.29 µM] | -9% | 9%
Cc1c(C)[n+](=O)c2c(n1[O-])CCCCC2 | 32%[activator] | 7% | -10% | 4% | 163%[activator][57.4 µM] | -4% | 12%[57.1 µM] | 57%[activator] | 7%
O=C(NC1CCCCC1)N1CCN(c2ccc(Cl)cc2)CC1 | 24% | 1% | 4% | -13% | 402%[activator] | -10% | -33% | -2% | -2%
COc1ccc(C2c3c(oc4ccccc4c3=O)C(=O)N2c2ccccn2)cc1OC (stereo unspecified) | 26% | 2% | 5% | -13% | 57%[activator] | -3% | 7%[57.1 µM] | 24% | -9%
CC(=O)c1ccc(N2CCN(C(=O)c3c(-c4ccccc4Cl)noc3C)CC2)cc1 | 23% | 11% | -2% | -3% | 0% | 3% | -16% | 17% | 12%
COc1ccc(NC(=O)COc2cccc3c2CCN(Cc2cccnc2)C3=O)c(OC)c1 | 6% | 1% | 2% | -25% | 10% | -8% | 11% | -30% | 12%
CC(C)=CC(=O)N1CCCc2ccccc21 | 12% | 18% | 1% | 5% | 19% | -1% | 11% | 11% | -5%
COc1ccc(/C=C/C(=O)c2ccc3ccccc3c2O)cc1CN1CCOCC1 | ? | -12% | -5% | ? | -7% | 6% | 12%[57.1 µM] | 4% | 5%
COc1cccc(C(=O)Nc2c3c(nn2-c2ccc(Cl)cc2)CS(=O)(=O)C3)c1OC | 23% | -11% | 3% | -2% | -7% | -1% | 21% | 12%[11.4 µM] | 13%
O=C(c1cccc(C(F)(F)F)c1)C1CCCN(C(=O)CCc2cnccn2)C1 (stereo unspecified) | 24% | 5% | -2% | -23% | 9% | -1% | 19%[11.4 µM] | -2% | -6%
Cc1nc(N)c(Cc2ccccc2F)c(N)n1 | 17% | 7% | -2% | -10% | -2% | 4% | 5% | 2% | -17%
CCCCCCOC(=O)c1ccccc1NC(=O)/C=C/C(=O)O | 92%[activator] | -12% | -2% | -8% | -27% | i | -9% | 5% | -13%
Cc1cccc(CNC(=O)C2CCN(S(=O)(=O)c3cccc4nonc34)CC2)c1 | 26% | -4% | 1% | -6% | -22% | i | 6%[57.1 µM] | -19% | 1%
Cn1c(SCC(=O)Nc2ccc(Cl)cc2F)nnc1-c1ccco1 | -14% | -1% | -7% | -13% | -7% | -10% | -11% | -12% | 1%
Brc1ccc(C2Nc3cccc4cccc(c34)N2)s1 | ? | -3% | -8% | -32% | ? | -10% | 5µM* | -49% | 2%
CCOc1cc(/C=N/NC(=O)COc2ccccc2C)ccc1OC(=O)c1cccs1 | 6% | 2% | 2% | -21% | 2% | -6% | 27% | 20% | /
COc1ccc(C(=O)Nc2ccccc2C(=O)OCc2cc(=O)n3c4c(sc3n2)CCCC4)cc1 | 11% | 2% | -1% | -6% | -22% | 6% | 5%[57.1 µM] | 11% | -4%
O=C(c1c(Cl)cccc1Cl)N1CCN(c2cccc3[nH]ccc23)CC1 | -17% | 0% | 16% | -35% | 0% | 1% | 8% | 4% | -5%
Cc1ccccc1/C(N)=N/OC(=O)/C=C/c1ccccc1 | 55%[activator] | -7% | -3% | 39%[activator] | 51%[activator] | -3% | -11% | 1% | -6%
O=C(Cn1c2ncccc2c(=O)n1-c1ccccc1)Nc1cccc(C(F)(F)F)c1 | 34%[activator] | 2% | 7% | 0% | -23% | -9% | 49%[activator][57.1 µM] | 11% | 0%
Nc1nc(-c2cccnc2)nn1C(=O)c1ccc(Cl)cc1 | 17% | 0% | -1% | -16% | 33%[activator] | -5% | 16% | -73%[56.9 µM] | -3%
COc1ccc(Nc2nnc(-c3ccc(C)c(S(N)(=O)=O)c3)c3ccccc23)cc1 | -3% | -1% | 0% | ? | -16% | -2% | 3% | 6% | 1%
Cc1ccccc1Cn1ccn(-c2ccc(F)c(F)c2)c(=O)c1=O | 23% | -2% | 23% | -27% | -10% | -9% | 5% | 9% | -1%
Cc1noc(C)c1C(=O)N1CCN(C(=O)c2sc3cc(Cl)ccc3c2Cl)CC1 | 18% | -2% | -1% | -8% | 8% | i | 9% | -19% | -7%
CC(=O)c1cccc(NC(=O)C2CCN(S(C)(=O)=O)CC2)c1 | 24% | -3% | -10% | -8% | 4% | / | 9% | 13% | /
S=C(NCC1CCCO1)n1nnc2ccccc21 (stereo unspecified) | 42%[activator] | 1% | 0% | -10% | 18% | 3% | -3% | 6% | 1%
O=C(Cc1cccs1)N/N=C/c1ccccc1 | 40%[activator] | -10% | -6% | 1% | 142%[activator] | i | 5% | 7% | -2%
COc1ccccc1CNC(=O)c1cc2ccc3ccc(C)[nH]c3c2n1 | 34% | -3% | 33%[activator] | -12% | 6% | -3% | 21% | -10% | 0%
CCOC(=O)c1ccc(NC(=O)CC2SCCNC2=O)cc1 (stereo unspecified) | 33%[activator] | 17% | 0% | -9% | 0% | -3% | 6%[57.1 µM] | 33% | 12%
COC(=O)/C=C1\SC(=NC(=O)c2cccc(Cl)c2)NC1=O | -6% | 0% | ? | -23% | ? | -3% | 0%[57.1 µM] | -29% | 6%
CCN(c1ccccc1)S(=O)(=O)c1ccc(OCC(F)(F)F)c(NC(=O)c2ccc(=O)[nH]c2)c1 | 47%[activator] | 0% | -3% | -4% | ? | -11% | -1% | -16% | 1%
